Assay outcomes (PubChem)
ERp5 block – inhibitors of ERp5-driven insulin aggregation, primary screen, biochemical, turbidity, absorbance 650 nm, single point; Protein disulfide-isomerase A6 (Homo sapiens), Q15084; 90 min; inhibition, % at 9.99 µM; 350,000 compounds, 0.05% hits; AID 651711, 2012;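 active = mean replicate inhibition above about 25%, with every replicate also reaching it, limit read from the data, passing the limit was not always enough; inconclusive = only one of those two criteria met; inactive = neither criterion met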
Target sequence (Q15084 whole entry, looked up): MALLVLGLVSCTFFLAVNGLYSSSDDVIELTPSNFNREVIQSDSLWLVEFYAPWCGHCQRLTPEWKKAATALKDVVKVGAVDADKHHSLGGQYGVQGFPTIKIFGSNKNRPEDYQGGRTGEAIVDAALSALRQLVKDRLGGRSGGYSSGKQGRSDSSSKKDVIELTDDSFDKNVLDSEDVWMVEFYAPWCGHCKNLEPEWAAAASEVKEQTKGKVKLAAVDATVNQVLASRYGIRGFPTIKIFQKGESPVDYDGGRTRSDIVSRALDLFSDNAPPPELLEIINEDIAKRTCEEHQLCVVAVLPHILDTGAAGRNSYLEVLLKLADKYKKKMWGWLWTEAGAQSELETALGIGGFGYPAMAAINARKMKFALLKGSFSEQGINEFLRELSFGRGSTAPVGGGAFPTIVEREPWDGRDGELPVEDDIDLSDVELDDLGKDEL
C2C12 statin – suppressors of statin myotoxicity in C2C12 myotubes, primary screen, cell-based, single point, plate reader; 330,000 compounds, 0.78% hits; C2C12 myotubes + simvastatin, ATP luminescence, 48 h; scaled: DMSO 0, geranylgeraniol control 100; rescue of ATP level, % at 7.49 µM; AID 602340, 2012;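 active = mean ATP rescue above about 67%, or every replicate alone reaching that limit, limit read from the data, passing the limit was not always enough; inconclusive = no clear call, values can overlap the other calls; inactive = mean under the limit and some replicate under it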;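 also: myotubes were challenged with 10 µM simvastatin during compound exposure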
DENV2 CPE rescue – inhibitors of DENV2 cytopathic effect, primary screen, cell-based, plate reader, single concentration; DENV2-infected cells, cytopathic effect rescue; CPE inhibition, % at 9.99 µM; 350,000 compounds, 1.7% hits; AID 651640, 2012; in the data active = CPE inhibition above about 20%, passing the limit was not always enough; inconclusive = no clear call, values can overlap the other calls; tested in BHK-21 cells;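 also: 0% = median of neutral control wells and 100% = median of positive control wells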
E-selectin induc – E-selectin induction in HUVECs, primary screen, imaging, HUVEC, immunofluorescence imaging, single point | P16581 | normalized: neutral wells 0, TNF-alpha wells 100 | activation, % at 7.58 µM | 260,000 compounds, 0.37% hits;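 active = mean E-selectin-positive cell signal at least 10% of the positive control, reached in at least 60% of replicates, without over 20% cell loss; inconclusive = no rule given, readout overlaps actives, possibly toxicity-flagged; inactive = the rest, including those meeting only one limit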;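 also: in these data hits start at about 27%; measured in HUVEC primary endothelial cells; signal is the percent of cells scored E-selectin positive by PE staining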
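System: HUVEC, human umbilical vein endothelial cells; quantity: 3,000 cells/well; buffer or medium: EGM-2 medium, gelatin-coated wells; dosing: single-point compound dose; detection: immunofluorescence imaging; evaluation: % PE-positive cells; benchmarks: TNF-alpha, DMSO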
PglD DTNB – C. jejuni PglD acetyltransferase inhibitors, primary screen, biochemical, DTNB colorimetric, single point; purified PglD enzyme, DTNB colorimetric CoA detection; AID 602405, 2012; 360,000 compounds, 0.098% hits; inhibition, % at 12.5 µM; in the data active = inhibition above about 16%, passing the limit was not always enough; inconclusive = no clear call, values can overlap the other calls; also: strong numbers were not always called active
S100A4 MyoIIA – inhibitors of S100A4-myosin IIA peptide binding, primary screen, biochemical, fluorescence polarization, TAMRA-MyoIIA peptide | Protein S100-A4 (Homo sapiens), P26447 | 360,000 compounds, 0.14% hits | AID 652163, 2013 | inhibition, % at 10.7 µM;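 active = mean inhibition of at least 70% across replicates, with every replicate also reaching that level; inconclusive = mean inhibition reaches 70% but some replicates fall short; inactive = mean inhibition below 70%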
Target sequence (P26447 whole entry, looked up): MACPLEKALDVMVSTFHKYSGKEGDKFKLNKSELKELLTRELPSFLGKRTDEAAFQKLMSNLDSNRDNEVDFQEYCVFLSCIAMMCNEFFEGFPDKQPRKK
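Compound dosing: one dose per compound; test system: human S100A4 monomer with TAMRA-labelled myosin IIA peptide; probe or stimulus: TAMRA-labelled myosin IIA heavy-chain peptide probe, 5 nM; medium: HEPES buffer with Ca2+, pH 7.2; schedule: 5 min incubation before reading; benchmarks: neutral control DMSO, positive control TFP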
SIRT5 inh – SIRT5 desuccinylase inhibitors, primary screen, biochemical, fluorescence imaging, single point, set 5; NAD-dependent protein deacylase sirtuin-5, mitochondrial (Homo sapiens), Q9NXA8; Purified SirT5, succinyl-peptide AMC, trypsin-coupled fluorescence; inhibition, % at 15 µM; 330,000 compounds, 1.1% hits; in the data active = inhibition above about 15%; inconclusive = no clear call, values can overlap the other calls
Target sequence (Q9NXA8 whole entry, looked up): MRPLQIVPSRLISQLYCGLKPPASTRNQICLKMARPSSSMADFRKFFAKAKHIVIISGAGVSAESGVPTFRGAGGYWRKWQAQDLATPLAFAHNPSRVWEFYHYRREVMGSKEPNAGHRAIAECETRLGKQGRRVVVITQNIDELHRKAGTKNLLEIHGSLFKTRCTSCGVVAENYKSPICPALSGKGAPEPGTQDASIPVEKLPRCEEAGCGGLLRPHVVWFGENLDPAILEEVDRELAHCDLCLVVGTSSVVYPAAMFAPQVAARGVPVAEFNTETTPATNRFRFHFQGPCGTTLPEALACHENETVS
* hit, by the source's call; ? = inconclusive; . = no result given; & = joins results of further samples. These rows are one share of the data, so the mix of outcomes need not match the whole.

#	smiles	E-selectin induc	C2C12 statin	S100A4 MyoIIA	DENV2 CPE rescue	SIRT5 inh	ERp5 block	PglD DTNB
1	CC(C)C(NS(=O)(=O)c1cccc2nsnc12)C(=O)Nc1nccs1 (stereo not drawn)	1.0	4	-4	1	-2	0	2
2	COc1cc(NC(=O)CSc2nnc3ccc(-c4ccncc4)nn23)cc(OC)c1	.	-13	-4	1	-16	-7	.
3	C=CC(=O)OCCOCCOCCOCCOC(=O)C=C	.	3	-19	1	.	-6	4
4	CSc1n[nH]c(N)c1S(=O)(=O)c1ccc(Cl)cc1	-0.1	-2	-2	0	1	1	5
5	COc1ccc(OC)c(NC(=S)NCCN2CCOCC2)c1	.	.	-1	2	-4	-3	.
6	CC1=C(C)/C(=N\OS(=O)(=O)c2ccccc2)C=CC1=O	.	.	-1	.	-6	-8	-1
7	CCc1ccc(C2CC(=O)N3CN(c4ccccc4)CSC3=C2C#N)cc1 (stereo not drawn)	.	-14	-1	0	-3	-4	3
8	C[C@H](CO)N1C[C@H](C)[C@@H](CN(C)Cc2ccc(Oc3ccccc3)cc2)Oc2c(NS(=O)(=O)c3cccs3)cccc2C1=O	-0.3	43	-89	4	-1	2	-2
9	CCOC(=O)N1CCN(C(=O)CSc2ccc(C(F)(F)F)cc2[N+](=O)[O-])CC1	.	-5	-6	5	-4	-2	-4
10	C[C@H](CO)N1C[C@H](C)[C@H](CN(C)S(=O)(=O)c2ccc(F)cc2)Oc2ccc(NC(=O)C3CCCCC3)cc2CC1=O	0.0	-3	-2	3	-3	5	-1
11	O=C(C[C@H]1C=C[C@H](NC(=O)NC2CCCC2)[C@H](CO)O1)NCc1ccc(F)cc1	-0.1	5	11	-3	3	-6	3
12	Cc1cc(O)cc2c1C(=O)/C(=C/c1ccco1)O2	0.0	.	0	-3	-1	4	.
13	Cc1ccc2c(C)c(C(=O)NCc3ccc(S(N)(=O)=O)cc3)oc2c1	.	.	2	1	5	2	.
14	CCNC(=O)Nc1ccc2c(c1)C(=O)N(C)[C@H]1CC[C@H](CC(=O)NCC3CCCCC3)O[C@@H]1CO2	0.1	15	5	-4	4	-3	-1
15	CN(C)C(=O)CN1CCN(c2nc3nonc3nc2N2CCCCC2)CC1	0.0	.	9	-5	3	-7	.
16	Cc1ccc(C)c(S(=O)(=O)N2CCN(C(=O)CCC(=O)NCc3ccc(Cl)cc3Cl)CC2)c1	0.5	-34	-5	-2	3	-5	5
17	O=C(N[C@H]1CC[C@@H](CCNC(=O)c2ccccc2F)O[C@@H]1CO)c1ccc2c(c1)OCO2	-0.4	2	10	-5	-2	-8	-1
18	C[C@@H]1CN([C@@H](C)CO)C(=O)Cc2cc(NS(C)(=O)=O)ccc2O[C@H]1CN(C)S(=O)(=O)c1cccs1	-0.2	-23	-19	6	5	-2	-2
19	CNC(=O)C[C@H]1C(=O)N(c2ccccc2)C[C@@H]1CSC	2.6	0	-1	0	3	3	-1
20	Cc1cccc(NCC(=O)N/N=C\c2cccn2C)c1	0.1	-3	3	8	-2	-1	-8
21	CCC(C)NC(=O)C1CCC(CNS(=O)(=O)c2ccc3c(c2)CC(C)N3C(=O)C2CC2)CC1 (stereo not drawn)	-0.3	2	-4	5	1	1	-3
22	CN(CC(=O)Nc1ccc(F)c(F)c1F)C(=O)C1CSC2(C)CCC(=O)N12 (stereo not drawn)	1.1	4	-2	11	-4	-3	4
23	CN(CC(=O)Nc1ccccc1C(F)(F)F)C(=O)CCc1nc2ccccc2c(=O)[nH]1	10	-7	-4	-5	-5	2	-3
24	COc1ccc(N(CC(=O)NCc2cccs2)S(=O)(=O)c2ccc(F)cc2)cc1	4.3	3	-4	3	1	-8	-1
25	CC(C)C[C@@H]1CC2=C(C(=O)OC(C)(C)O2)[C@H](c2ccc(Cl)cc2)O1	-0.1	.	1	8	-3	-3	.
26	CC(C)(C)c1cc(S(=O)(=O)CCc2ccccn2)cc(C(C)(C)C)c1F	.	-15	1	-3	3	-2	7
27	CC[C@@]1(C(=O)OC)N[C@H](CN(C)C(=O)COC)[C@@H]2C(=O)N(C)C(=O)[C@@H]21	-0.1	2	35	?	-2	-2	-3
28	CCc1ccccc1Nc1cc(C(=O)NCc2ccccn2)c2ccccc2n1	.	.	-1	3	-7	0	.
29	CO[C@H]1CN(C)C(=O)c2cc(NC(=O)Cc3ccccc3)ccc2OC[C@@H](C)N(C(C)=O)C[C@@H]1C	0.0	-2	2	4	-3	7	2
30	CCOC(=O)c1ccc(N2C(=O)CC(N3CCN(C(=O)c4ccccc4)CC3)C2=O)cc1 (stereo not drawn)	.	.	2	-1	-4	0	.
31	COCc1ccc(CN2CCC(n3nccc3NC(=O)CCOc3ccccc3)CC2)o1	0.0	2	-15	-8	-5	-2	0
32	O=C(Cc1ccc(F)cc1)NCC1CCCO1 (stereo not drawn)	-0.7	4	-10	-6	-3	4	13
33	COc1cc(/C=N\NC(=O)c2cccnc2)ccc1OC(=O)c1ccccc1Cl	-0.3	.	-2	4	-18	3	5
34	O=C(OCC(=O)N1CCCc2ccccc21)c1cnc(Cl)c(Cl)c1	0.8	.	-1	6	-1	-2	.
35	COc1ccc(NC(=O)N(C)C[C@H]2Oc3ccc(NS(C)(=O)=O)cc3C(=O)N([C@H](C)CO)C[C@H]2C)cc1	-0.1	-3	4	-2	-5	-4	0
36	O=C(CN1CCCCC1)NC(=O)Nc1ccccc1F	0.1	2	-3	-5	-7	-1	3
37	C/C(=N\NC(=O)C(N)=O)c1cccc([N+](=O)[O-])c1	-0.3	.	2	1	0	1	.
38	O=C(CN1C(=O)NC2(CCc3ccccc32)C1=O)c1ccccc1 (stereo not drawn)	.	.	-13	0	-4	0	2
39	O=C(O)C1CCN(C(=O)c2ccc3c(c2)OCO3)CC1	-0.1	-3	6	-6	0	5	0
40	COc1cccc2c1C1COC3C4CC(C(=O)O)C(C(C2)N13)N4C (stereo not drawn)	-0.4	.	-10	1	-3	-4	.
41	CC(C)(C)NC(=O)C(c1ccncc1)N(Cc1ccco1)C(=O)c1ccc(-c2ccccc2)[nH]1 (stereo not drawn)	.	.	-4	-5	0	3	.
42	Cc1ccc(S(=O)(=O)Nc2ccc3c(c2)C(=O)N(C)[C@@H]2CC[C@@H](CC(=O)O)O[C@H]2CO3)cc1	0.0	1	4	0	-4	0	1
43	O=C(Cn1cc2c(n1)CCCCC2)Nc1ccccc1Cl	2.2	.	-2	0	-6	-5	.
44	CC(=O)Nc1ccc(NCCc2ccco2)cc1	0.5	2	-2	-1	-5	3	0
45	O=C(NCc1ccco1)c1ccc(NS(=O)(=O)c2cccc(F)c2)cc1	0.4	-1	0	-8	0	2	0
46	C[C@@H]1CN([C@H](C)CO)C(=O)c2cc(NC(=O)Nc3ccc(C(F)(F)F)cc3)ccc2O[C@@H](C)CCCCO[C@@H]1CN(C)S(=O)(=O)c1ccccc1	-0.2	.	14	13	3	2	1
47	Cc1[nH]c2ccccc2c1/C=N/Nc1ccc([N+](=O)[O-])cc1	.	.	-12	-3	.	-2	.
48	Cn1c(=O)c([N+](=O)[O-])c(-n2ccnc2)c2ccccc21	4.1	.	1	10	-7	1	.
49	Cc1ccnc(NS(=O)(=O)c2ccc(NC(=O)C34CC5CC(C)(CC(C)(C5)C3)C4)cc2)n1	.	18	-1	.	-3	-13	-6
50	CN(c1ccc(C(=O)NCCSCc2ccc(Cl)cc2)cc1)S(=O)(=O)c1ccccc1	.	.	-2	8	0	7	.

(list continues)
#	smiles	E-selectin induc	C2C12 statin	S100A4 MyoIIA	DENV2 CPE rescue	SIRT5 inh	ERp5 block	PglD DTNB
51	COC(=O)c1ccc(OCCOCCOc2cccc3ccc(C)nc23)cc1	0.4	.	3	7	-4	3	.
52	Cc1noc(NS(=O)(=O)c2ccc(NC(=O)C(F)(F)F)cc2)c1C	.	0	-1	5	1	3	-4
53	CCOC(=O)CC(NS(=O)(=O)c1ccc2[nH]c(=O)sc2c1)c1ccc(C)cc1 (stereo not drawn)	0.1	-4	9	-2	0	-1	7
54	O=C(NCc1cccs1)c1ccc(-c2ccc(F)c(F)c2)c2ccoc12	0.3	-8	-3	17	-4	3	4
55	COc1cc(C(=O)NCC(=O)OCCN2C(=O)c3ccccc3C2=O)cc(OC)c1OC	13	.	-2	1	5	4	.
56	C[C@H](CO)N1C[C@H](C)[C@@H](CN(C)Cc2ccc3c(c2)OCO3)OCCCC[C@H](C)Oc2ccc(NS(=O)(=O)c3ccc(F)cc3)cc2C1=O	.	.	-2	3	-9	-7	-9
57	CC(=O)c1c(C)[nH]c(C(=O)CSc2ncnc3sc(-c4ccccc4)cc23)c1C	.	.	7	-3	-2	-2	.
58	Cc1cc(C(=O)O)ccc1-c1ccc(/C=C2\SC(=O)N(CC(=O)Nc3ccc4c(c3)OCO4)C2=O)o1	-0.3	13	-4	-4	-6	-5	0
59	CN(C)CC(=O)N[C@@H]1CC[C@@H](CCNC(=O)C2CCC2)O[C@H]1CO	0.0	-2	9	?	-2	-3	17
60	CC(=O)C1C(c2ccncc2)NC(=O)NC1(O)C(F)(F)F (stereo not drawn)	.	-17	10	.	-3	-1	4
61	c1cnn(Cc2cnc(N3CCOCC3)s2)c1	.	.	3	7	-1	-1	.
62	C[C@H](CO)N1C[C@H](C)[C@H](CN(C)C(=O)Nc2ccc3c(c2)OCO3)Oc2ncccc2C1=O	-0.5	.	24	15	-4	4	1
63	CCSc1sc(CC)cc1C=O	.	.	-18	5	-5	-1	.
64	C[C@H](CO)N1C[C@H](C)[C@@H](CN(C)C(=O)OCc2ccccc2)OCc2cnnn2CCCC1=O	0.5	0	3	2	5	-5	2
65	Cn1nc(C(C)(C)C)c([N+](=O)[O-])c1C(=O)NC1CCCCC1	.	2	4	-6	-2	6	-4
66	CC(C)CC#Cc1ccc2c(c1)O[C@H](CN(C)C(=O)Cc1ccncc1)[C@H](C)CN([C@H](C)CO)S2(=O)=O	-1.0&0.8	-16&0&-10	-25&-14&-1	?	-3&-5&2	-1&2&-3	-2&-1&1
